Bioassay records from PubChem.
Artemis inh: inhibitors of human Artemis endonuclease activity; recombinant Artemis, quenched FAM hairpin cleavage fluorescence; Q96SD1; 0.78% of 30,000 active; inhibition, % at 10 µM; AID 686954;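 active = at 10 µM dose, at least 30% inhibition, measured as corrected fluorescence normalized to stimulator and neutral control wells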
Target sequence (Q96SD1 whole entry, looked up): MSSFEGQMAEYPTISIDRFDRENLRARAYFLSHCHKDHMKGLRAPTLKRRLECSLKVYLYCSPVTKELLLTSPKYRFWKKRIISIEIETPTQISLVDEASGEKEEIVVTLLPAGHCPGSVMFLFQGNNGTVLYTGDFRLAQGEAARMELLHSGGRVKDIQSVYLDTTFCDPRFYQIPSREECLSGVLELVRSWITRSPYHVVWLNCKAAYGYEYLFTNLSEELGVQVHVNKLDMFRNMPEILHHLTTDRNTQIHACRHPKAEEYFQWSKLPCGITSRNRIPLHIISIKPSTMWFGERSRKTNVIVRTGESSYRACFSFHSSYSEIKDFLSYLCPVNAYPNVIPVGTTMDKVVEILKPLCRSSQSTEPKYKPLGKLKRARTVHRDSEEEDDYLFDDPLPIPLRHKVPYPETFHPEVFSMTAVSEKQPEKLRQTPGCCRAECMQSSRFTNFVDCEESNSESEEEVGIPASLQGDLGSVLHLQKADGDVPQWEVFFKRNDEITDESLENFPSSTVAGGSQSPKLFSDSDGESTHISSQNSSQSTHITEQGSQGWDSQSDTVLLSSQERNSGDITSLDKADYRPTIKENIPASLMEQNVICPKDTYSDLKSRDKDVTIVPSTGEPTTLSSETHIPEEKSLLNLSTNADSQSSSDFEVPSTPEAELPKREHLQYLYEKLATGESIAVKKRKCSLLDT
Starred values were filed as active, the others as inactive. This is a subset, so the mix of outcomes need not match the whole.

Molecule | Artemis inh
NC(=O)CSc1nnc(-c2cc(-c3cccs3)nc3ccccc23)o1 | -6.6
Cc1ccc(-n2c(SCC3CCCCO3)nnc2-c2ccco2)cc1 (stereo unspecified) | 6.7
O=C(COC(=O)c1ccccc1O)Nc1ccc(OC(F)F)cc1 | -10.2
COC(=O)Cc1c(C)nc2nc(-c3ccccc3)[nH]n2c1=O | -0.9
O=c1c(Cc2ccc(Cl)cc2)c(O)ccn1Cc1cccc(Cl)c1 | -3.0
Cc1[nH]n2c(=O)cc(C(C)(C)C)nc2c1-c1ccccc1 | 15.2
Cc1cccc2cc3c(NC(=O)C(C)C)nn(C)c3nc12 | -2.0
CCC(C)(C)NC(=O)C(c1cccn1C)N(C(=O)Cn1nnc2ccccc21)c1ccc(OC)cc1 (stereo unspecified) | 6.9
Cc1nc2ccccn2c1C(=O)NC1CCCCC1 | 0.8
Cc1ccc(NC(=O)C2CCCN2C(=O)Oc2ccccc2)cc1 (stereo unspecified) | -9.3
C[N+](C)(C)CCCC(=O)c1ccc2c(c1)OCO2 | -0.6
Cc1cc(C)cc(OCC(=O)OCC(=O)Nc2ccc(Cl)cn2)c1 | 2.3
COc1ccccc1N1CCN(Cc2nc3ccsc3c(=O)[nH]2)CC1 | 9.2
CCn1c(C)c(C(C)=O)c(SC)nc1=S | -6.8
COC(=O)c1[nH]c2cccc(Cl)c2c1NC(=O)CN(C)C1CCCCC1 | -0.9
Cc1ccccc1S(=O)(=O)c1c(C)cc(C)n(CC(C)C)c1=O | 0.5
COCc1cc(C)nc2sc(C(=O)NC3CCCCC3)c(N)c12 | -2.1
CCCCNC(=O)Nc1cc(C(=O)OC)ccc1C | -4.0
O=C(Nn1nnnc1Nc1ccccc1)C12CC3CC(CC(C3)C1)C2 | -7.4
N#CCCn1c(SCC(=O)c2c[nH]c3ccccc23)nc2ccccc21 | 1.6
CCOC(=O)c1cnc2nc(NCc3ccc(OC)c(OC)c3)[nH]n2c1=O | -12.9
O=C(CCCCCN1C(=O)CCC1=O)NCc1ccccc1 | -6.8
COc1ccccc1NC(=O)C1=C(C)NC(=O)NC1c1cccc(OC)c1OC (stereo unspecified) | 5.4
COc1ccc(C(c2nnnn2C2CCCC2)N2CCC(C)CC2)c(OC)c1 (stereo unspecified) | 1.1
O=C(c1nc2ncccn2n1)N1CCN(c2ccc(F)cc2)CC1 | -7.1
Cc1ccc(-c2nnc(SCC(=O)Nc3sc(C)c(C)c3C#N)n2C)cc1 | 6.5
COc1cccc(C(=O)Nc2cccc(-c3nc4ncccc4o3)c2C)c1 | -2.5
Cc1nn(CCc2nn[nH]n2)c2nc(C(F)(F)F)cc(C(F)(F)F)c12 | -9.9
c1ccc(-c2nn3nnnc3c3ccccc23)cc1 | 4.3
CN1C(=O)CC(P(=O)(c2ccccc2)c2ccccc2)N(C)C1=O (stereo unspecified) | -3.1

Further structures.
Molecule | Artemis inh
CCOC(=O)c1sc(NC(=O)c2c(C)nn(Cc3ccccc3)c2C)cc1C | 5.5
O=C(COC(=O)C1(c2ccccc2F)CCCC1)N1CCOCC1 | -5.4
COc1ccnc(N=CNOCc2ccc(C)cc2)c1C#N | 4.8
CCNS(=O)(=O)c1ccc(S(=O)(=O)N(Cc2ccccn2)C2CCCCC2)cc1 | 5.0
CCN(Cc1cc2ccccc2[nH]c1=O)C(=O)C1CCCCC1 | 13.8
CCCCn1c(SCC(=O)Nc2nnc(C)s2)nnc1-c1ccoc1C | 3.4
Fc1ccccc1N1CCN(Cc2nc(-c3ccc(Cl)cc3Cl)no2)CC1 | 0.1
Cc1ccc(-c2nn(C)c(=O)c3ccccc23)cc1S(=O)(=O)NCCN1CCOCC1 | 2.8
O=C(C1CCCN(S(=O)(=O)c2cccs2)C1)N1CCc2ccccc2C1 (stereo unspecified) | -4.6
COCCNC(=O)c1ccccc1NC(=O)c1ccccc1N(C)S(=O)(=O)c1ccc(C)cc1 | -6.0
CCCCc1ccc(Nc2ncccc2C#N)cc1 | 1.4
CCC(c1nnnn1C1CCCC1)N1CCN(c2ccccc2)CC1 (stereo unspecified) | 7.8
CC1(C)N=C(N)N=C(N)N1c1ccccc1 | -5.1
C[C@@]12CC(=O)NC1N(C(=O)c1cccc(C(F)(F)F)c1)C(c1ccccc1OC(=O)c1cccc(C(F)(F)F)c1)C2 (stereo partly specified) | 12.7
CCN(CC)C(=O)CSc1nnc(C2CCCCC2)o1 | -2.1
CCOc1ccc(-n2ccnc2SCC(=O)Nc2nnc(C)s2)cc1 | -10.6
O=C(CN(c1ccc(Cl)cc1)S(=O)(=O)c1ccccc1)N/N=C/c1ccco1 | 2.5
CC(C)Oc1ccc(/C=N/NC(=O)C2CCCN2S(=O)(=O)c2ccc(Cl)cc2)cc1 (stereo unspecified) | 3.6
NS(=O)(=O)c1ccc(NC(=O)N[C@@H](Cc2ccccc2)C(=O)O)cc1 | 0.4
CCOC(=O)c1c(C)[nH]c(C(=O)COc2ccc3c(c2)OCO3)c1C | 0.8
O=C(CN1CCN(C(=O)N2CCOCC2)CC1)Nc1ccc(Br)cc1 | 5.6
C=CCn1c(SCC(=O)NC(=O)NCCC)nnc1C1CCCCC1 | -4.0
c1ccc2oc(CCc3nc4ccccc4o3)nc2c1 | -2.7
COC(=O)c1ccc(OC(=O)c2ccc(OC)c(OC)c2)c(OC)c1 | -7.5
CCn1c(COc2ccccc2)nnc1SCC(=O)NC1CCCCC1 | -4.3
Cc1ccc(C)c(S(=O)(=O)N/N=C2/CCCc3ccccc32)c1 | 9.6
Cc1ccccc1-c1cc2c(nn1)-c1ccccc1C2=O | 28.9
CCOC(=O)CN(C(=O)CNC(=O)c1cccs1)C(C(=O)NC1CCCC1)c1cccnc1 (stereo unspecified) | 0.5
CCOC(=O)c1nn(-c2ccc(C)cc2)cc1O | -6.3
O=C(Cc1coc(-c2ccc(F)cc2)n1)N1CCOCC1 | -4.3

(more compounds)
Molecule | Artemis inh
Cc1csc(NC(=O)CSc2nc(C)cs2)n1 | 1.7
OC(COc1ccc(Cl)cc1)CN1C2=NCCCN2c2ccccc21 (stereo unspecified) | 10.9
Cc1cccc(CSCCNC(=O)CSCc2ccc([N+](=O)[O-])cc2)c1 | 0.6
O=C(COc1ccc(S(=O)(=O)N2CCCCC2)cc1)NCc1ccncc1 | 6.7
Cc1ccc(-c2nc3cc(C)ccc3o2)cc1 | -6.3
CC1CCC/C(=N/Nc2ccc([N+](=O)[O-])cc2[N+](=O)[O-])C1 (stereo unspecified) | 11.5
Cc1ccc(-c2nc3ccccc3o2)cc1NC(=O)Cc1cccs1 | -13.2
COCCN1CN(S(=O)(=O)c2ccccc2)c2nc3ccccc3nc21 | 5.1
O=C(NCC1CCCO1)[C@@H]1CSC2c3ccccc3C(=O)N21 (stereo partly specified) | -2.0
CCNC(=O)NC(=O)C(C)OC(=O)c1cccnc1SC (stereo unspecified) | -9.0
O=C(C1CCCN(S(=O)(=O)c2cccc3nsnc23)C1)N1CCc2ccccc2C1 (stereo unspecified) | 0.1
COc1cccc(NC(=O)Nc2nnc(-c3ccccc3SCc3ccccc3)s2)c1 | -4.4
O=C(COc1ccc2ccccc2c1)NNC(=O)[C@@H]1CCCC[C@@H]1C(=O)O | -0.8
C=CCNc1nc(NCCN2CCOCC2)nc(OC)n1 | -0.8
Cc1ccc(/C=C/C2=NN(Cc3ccccc3)C(=O)CC2)cc1 | 7.9
COc1ccc(CNC(=O)c2cc(-n3cnnc3)ccc2Cl)cc1 | -2.1
CC(C)CCn1cnc2c1c(=O)n(C)c(=O)n2C | -5.3
O=C(CCn1cccc1)Nc1ccccc1F | 4.8
COC(=O)Nc1sc(C(=O)N(C)C)c(C)c1C(=O)OC | -0.4
CC(O)CN1C(=O)C(CC(=O)Nc2ccc(Cl)cc2)SC1=Nc1ccccc1 (stereo unspecified) | -2.2
CSCCc1nc(SCC(=O)Nc2nnc(C)s2)[nH]c1C | -10.9
N#CC1=C(N)S[C@H](C(=O)C23CC4CC(CC(C4)C2)C3)[C@H]1c1ccncc1 | 3.2
COc1ccccc1C(=O)Nc1ccc(CN2CCCCC2)cc1 | 5.0
CCC1(C)Cc2ccccc2C(Nc2c(C)n(C)n(-c3ccccc3)c2=O)=N1 (stereo unspecified) | -7.5
O=C(O)CCN1CCOCC1 | 0.1
C=CCN(CC=C)S(=O)(=O)c1ncn[nH]1 | 1.1
CCCCC(CCCC)=N/N=C/c1c(O)n(CC)c2cc(C3=NNC(=O)CC3)ccc12 | 5.5
O=C(COC(=O)COc1ccc(Nc2ccccc2)cc1)NCc1ccco1 | -3.0
CCOC(=O)c1cnc2ccc(C)cc2c1OCc1cc(F)cc(F)c1 | 14.0
COc1ccccc1NC(=O)C1=C(C)Nc2nnnn2C1c1ccccn1 (stereo unspecified) | 4.7

Next entries follow:
Molecule | Artemis inh
CCCOc1ccc(-c2nc(OC)c3ccccc3n2)cc1 | 2.4
C=CCNc1sc(C(=O)c2ccc(C)cc2)c(N)c1C#N | -4.6
COc1cccc(NC(=O)CSC2=C(C#N)C(c3ccco3)C3=C(CCCC3=O)N2)c1 (stereo unspecified) | 5.0
N#Cc1cnn2c(-c3ccccc3)ccnc12 | 3.0
Cc1cccc(C)c1NC(=O)CSCc1cccc(CSCC(=O)Nc2c(C)cccc2C)n1 | 7.0
O=C(CSc1nnc(Cc2cccs2)n1C1CCCCC1)N1CCN(C(=O)c2ccco2)CC1 | 1.4
C=CCOC(=O)C1=C(C)NC(=O)NC1c1ccc(OC(=O)c2ccco2)c(OC)c1 (stereo unspecified) | -1.2
CC(=O)Nc1ccc(NC(=O)C2CC(=O)N=C(N)S2)cc1 (stereo unspecified) | -3.7
CCCCc1ccc(-c2c(C#N)c(N)nc3c2CCCC3)s1 | -4.4
CC1=C(C(=O)N2CCCCC2)C(c2cccs2)C2=C(CCCC2=O)N1 (stereo unspecified) | -9.9
Nc1cccc(Nc2nc(OC(C(F)(F)F)C(F)(F)F)nc(OC(C(F)(F)F)C(F)(F)F)n2)c1 | 5.1
COc1ccc(C(=O)COC(=O)c2ccc(OC)c(OC)c2)cc1OC | 6.4
O=C(c1cccc(F)c1)N1CCN(Cc2c[nH]c3ccccc23)CC1 | -22.8
Cc1c(/C(O)=C2/C(=O)C(=O)N(CCN3CCOCC3)C2c2cccnc2)cnn1-c1ccccc1 (stereo unspecified) | -19.4
Cc1csc(Sc2ccc([N+](=O)[O-])cc2C(=O)OCC(=O)NC(=O)NC(C)(C)C)n1 | 12.5
COCCCNS(=O)(=O)c1ccc2c(c1)CCN2C(C)=O | 7.2
O=C(c1ccc(CN2CCc3ccccc3C2)cc1)N1CCCCC1 | 5.9
COc1cccc(NC(=O)CNS(=O)(=O)c2ccc3nc(C)sc3c2)c1 | -3.2
CCCn1c(CCc2ccccc2)nnc1SCC(=O)N1CCCC1 | -4.3
COC(=O)C1CCN(C(=O)/C=C/c2ccc(OC)cc2)CC1 | -6.3
CCOC(=O)COc1nc(Nc2ccccc2C)nc(N(C)C)n1 | -3.6
Cc1noc(/C=C/N(C)C)c1S(=O)(=O)N(C)CC(=O)NC1CCCCC1 | -10.8
CC1=CC(C)(C)Nc2ccc(OC(=O)CN3C(=O)C4CCCCC4C3=O)cc21 (stereo unspecified) | 9.6
COc1ccc(NS(=O)(=O)c2ccc(NS(=O)(=O)c3ccc(C)cc3)cc2)nn1 | -3.6
CC1=CC(C)(C)N(C(=O)C(C)N2C(=O)c3ccccc3C2=O)c2ccc(C)cc21 (stereo unspecified) | -0.2
O=[N+]([O-])c1ccc2c(c1Nc1ccccc1)=NC1(CCCCC1)N=2 | 6.0
Cc1ccccc1N(CC(=O)N/N=C/c1cc(C)n(-c2ccccc2C)c1C)S(C)(=O)=O | 10.0
Cc1nc2cc(-c3ccsc3-n3c(C)ccc3C)[nH]n2c(=O)c1Cl | 30.1*
Cc1nc(-c2ccc(C(=O)N3CCOCC3)cc2)cs1 | 2.2
Cc1nn(C)c(Oc2cccc(Cl)c2)c1C(=O)Nc1ccc(F)cc1F | 1.0

Quoted at random: 2 entries already listed
Molecule | Artemis inh
O=C(c1ccc(CN2CCc3ccccc3C2)cc1)N1CCCCC1 | 5.9
COc1cccc(NC(=O)CSC2=C(C#N)C(c3ccco3)C3=C(CCCC3=O)N2)c1 (stereo unspecified) | 5.0

(cont.)
Molecule | Artemis inh
CCOC(=O)c1ccc2nc(NC(=O)c3ccco3)sc2c1 | 2.3
COC(=O)c1cc(Br)c(=O)n(CCN2CCOCC2)c1 | -2.2
CC1CCN(C(=O)COC(=O)[C@H](C)NS(=O)(=O)/C=C/c2ccccc2)CC1 | -8.7
CCOC(=O)CCCn1c(C)nc(=O)c(-c2ccccc2)c1C | -4.8
N=c1sccn1CC(=O)Nc1ccccc1Oc1ccccc1 | 4.1
O=C(O)CCC(=O)Nc1nnc(C(F)(F)F)s1 | 8.2
Cc1sc2ncnc(OCC(=O)NCc3cccs3)c2c1C | -1.9

Compounds shown so far containing a furan ring, fused or not (8):
Molecule | Artemis inh
Cc1ccc(-n2c(SCC3CCCCO3)nnc2-c2ccco2)cc1 (stereo unspecified) | 6.7
CCCCn1c(SCC(=O)Nc2nnc(C)s2)nnc1-c1ccoc1C | 3.4
O=C(CN(c1ccc(Cl)cc1)S(=O)(=O)c1ccccc1)N/N=C/c1ccco1 | 2.5
O=C(COC(=O)COc1ccc(Nc2ccccc2)cc1)NCc1ccco1 | -3.0
COc1cccc(NC(=O)CSC2=C(C#N)C(c3ccco3)C3=C(CCCC3=O)N2)c1 (stereo unspecified) | 5.0
O=C(CSc1nnc(Cc2cccs2)n1C1CCCCC1)N1CCN(C(=O)c2ccco2)CC1 | 1.4
C=CCOC(=O)C1=C(C)NC(=O)NC1c1ccc(OC(=O)c2ccco2)c(OC)c1 (stereo unspecified) | -1.2
CCOC(=O)c1ccc2nc(NC(=O)c3ccco3)sc2c1 | 2.3
